# D3 ag – agonists of human D3 dopamine receptor | P35462 | D3R DiscoveRx beta-arrestin cells, luminescence, 90 min | max activation, % | 0.58% of 410,000 active | AID 652048; in the data active = max activation above about 30%; note: 0% is about no effect; mostly tested at two doses, the higher about 12 µM
# Target sequence (P35462 whole entry, looked up): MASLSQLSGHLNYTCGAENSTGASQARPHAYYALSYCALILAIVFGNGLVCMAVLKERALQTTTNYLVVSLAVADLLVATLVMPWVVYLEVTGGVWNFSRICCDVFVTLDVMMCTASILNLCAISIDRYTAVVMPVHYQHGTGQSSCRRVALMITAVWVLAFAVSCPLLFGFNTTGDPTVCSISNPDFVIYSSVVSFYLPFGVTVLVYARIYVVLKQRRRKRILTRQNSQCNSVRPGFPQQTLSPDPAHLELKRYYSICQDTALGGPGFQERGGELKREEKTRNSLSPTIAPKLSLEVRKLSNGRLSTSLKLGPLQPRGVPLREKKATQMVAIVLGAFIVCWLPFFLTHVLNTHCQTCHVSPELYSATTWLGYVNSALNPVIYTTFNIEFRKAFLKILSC
#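 Cells at 1500/well, incubated overnight, then treated with pinned compounds (dopamine as control) for 90 min at 37 degrees C. DiscoveRx reagent added for 30 - 60 minutes at room temperature; luminescence read.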
# aSyn yeast inh – inhibitors of alpha-synuclein toxicity in yeast | 0.14% of 370,000 active | Potency, µM (highest dose often 46.1 µM), without a hit: top-dose growth rescue (activation), most hits filed as activators | Yeast expressing alpha-synuclein, growth rescue, BacTiter-Glo, 24 h; note: potency is the fitted concentration of half-maximal effect; % of control where 0% means no effect; nearly all actives have a fitted effect of over 65% in size
#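 Readout is rescue of growth in alpha-synuclein-expressing yeast, so inhibitors of toxicity appear as activators. Growth after 24 hr at 30 deg C in galactose medium is quantified by luminescence.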
# PTHR1 ag – PTHR1 (human) receptor agonism. Q03431. AID 743266. HEK293 GP2 PTHR1 cells, GloSensor cAMP luminescence, 1 h. Potency, µM (highest dose often 115 µM), for the others: at the top dose activation, actives largely listed as activators. 0.075% of 410,000 active; note: potency is the fitted concentration of half-maximal effect; nearly all actives have a fitted effect of over 55% in size; some results filed as inactive show a strong effect at the top dose; inactives centre near -15; many of its hits are not listed in these tables
#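 HEK-293-derived GP2 cells expressing PTHR1 and a GloSensor cAMP reporter, 3,000/well, plated overnight, given luciferin plus IBMX (each 0.5 mM as added) for 1 h at 37 °C, then compound for 1 h at 37 °C. Luminescence was read after 15 min at room temperature.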
# KB-V1 cytotox – KB-V1 MDR subline cytotoxicity | KB-V1 MDR cells viability, CellTiter-Glo, 72 h | Potency, µM (top dose mostly 46.1 µM), without a hit: top-dose activity change, negative = cytotoxicity, actives largely listed as cytotoxic | 3.4% of 400,000 active | AID 1347076; note: potency is the fitted concentration of half-maximal effect; % is set by controls: 0 for no effect and ±100 for the full control effect; nearly all actives have a fitted effect of over 60% in size
#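 KB-V1 MDR subline cells in DMEM (phenol-red free, 10% FBS) exposed to compounds in qHTS concentration series for 72 h at 37 degrees C. Viability read by CellTiter-Glo luminescence; concentration-effect curves fitted after normalization and correction.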
# TDP43 rescue – rescues yeast growth from TDP-43 toxicity; 1.8% of 410,000 active; Potency, µM (top dose mostly 46.1 µM), inactives show at the highest dose growth rescue (activation), most hits filed as activators; AID 652104; TDP-43 expressing yeast growth rescue, BacTiter-Glo, 24 h; note: potency is the fitted concentration of half-maximal effect; % of control where 0% means no effect; nearly all actives have a fitted effect of over 50% in size
#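 Cell-based yeast growth screen: TDP-43 expression induced in galactose, inoculum OD600=0.02 after raffinose pregrowth to mid-log. Read-out BacTiter-Glo luminescence at 24 hr, 30 deg C; inhibition of toxicity seen as signal increase.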
# GLP1R inv ag – GLP-1 receptor (human) inverse agonism; HEK293 GLP-1R CRE-luciferase, luminescence, 24 h; GLP-1R form is constitutively active; P43220; Potency, µM (titrated, usually from 38.3 µM), inactives show top-dose activity change, negative = inhibition, most hits filed as inhibitors; 1.6% of 410,000 active; note: potency is the fitted concentration of half-maximal effect; % is set by controls: 0 for no effect and ±100 for the full control effect; nearly all actives have a fitted effect of over 55% in size
# Target sequence (P43220 whole entry, looked up): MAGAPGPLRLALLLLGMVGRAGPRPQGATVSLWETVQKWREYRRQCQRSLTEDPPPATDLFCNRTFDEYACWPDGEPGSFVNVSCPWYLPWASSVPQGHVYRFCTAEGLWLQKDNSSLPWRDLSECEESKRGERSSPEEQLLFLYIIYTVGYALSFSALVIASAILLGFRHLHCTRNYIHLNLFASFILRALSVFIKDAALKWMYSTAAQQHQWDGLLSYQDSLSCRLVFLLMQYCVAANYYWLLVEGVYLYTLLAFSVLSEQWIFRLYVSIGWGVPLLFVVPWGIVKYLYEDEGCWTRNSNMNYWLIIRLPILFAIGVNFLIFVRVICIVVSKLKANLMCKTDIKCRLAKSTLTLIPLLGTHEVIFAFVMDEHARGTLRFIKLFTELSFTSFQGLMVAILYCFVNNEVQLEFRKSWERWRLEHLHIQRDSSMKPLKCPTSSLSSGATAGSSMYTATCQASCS
#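 Inverse agonists were sought by their lowering of basal cAMP reporter luciferase output in HEK293 cells stably carrying constitutively active human GLP-1R, after 24 h compound treatment.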
# GLP-1R agonist – GLP-1 receptor (human) agonism. Potency, µM (highest dose often 45.6 µM), without a hit: top-dose activation, hits mostly activators. HEK293 GLP-1R CRE-luciferase, luminescence, 4-6 h; cells express a hypersensitive GLP-1R form. P43220. 0.007% of 380,000 active; note: potency is the fitted concentration of half-maximal effect; % of control where 0% means no effect
# HEK293 tox – cytotoxicity in counter-screen for GLP-1R inverse agonists | HEK293 cAMP-luciferase reporter cells, luminescence, 24 h | Potency, µM (doses to about 38.3 µM), without a hit: at the top dose activity change, negative = inhibition, usual class: inhibitors | 0.13% of 410,000 active | AID 624418;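 note: loss of luciferase light is scored as toxicity; potency is the fitted concentration of half-maximal effect; % is set by controls: 0 for no effect and ±100 for the full control effect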
#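 MLSMR compounds, 24 hr on cells at 37 deg C/5% CO2; luminescence after luciferase reagent (12 min RT). Inhibition counted as the undesired cytotoxic outcome.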
# D3 antag – D3 dopamine receptor (human) antagonism; P35462; D3R cells, DiscoveRx beta-arrestin luminescence, antagonist mode; hits give low values; max response, negative = inhibition, %; 2.5% of 360,000 active; in the data active = max response below about -50%; inconclusive = no clear call, values can overlap the other calls; note: % is set by controls: 0 for no effect and ±100 for the full control effect; mostly tested at two doses, the higher about 12 µM
#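 Cells plated overnight at 1500 cells/well, then exposed to library compounds with dopamine controls for 90 minutes at 37 degrees C. DiscoveRx reagent added for 30–60 minutes at room temperature; luminescence read, quantitative HTS format.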
# * hit, by the source's call; i = inactive; u = inconclusive; x = no result given; [ ] = remark or other dose. Unless noted, calls come from the whole dose curve; as a rule, active = well fitted curve in the direction sought with a large enough effect; inconclusive = small, poorly fitted or top-dose-only effect, or another doubt; inactive = no such curve, though single readings can be large; an effect the other way counts as inactive or inconclusive. Only part of the results is shown; rates above refer to the full screens.
molecule	D3 ag	aSyn yeast inh	PTHR1 ag	KB-V1 cytotox	TDP43 rescue	GLP1R inv ag	GLP-1R agonist	HEK293 tox	D3 antag
CC1(c2ccccc2)CC(C)(C)N2C(=O)C3(C(C#N)=C(N)Oc4cc(O)ccc43)c3cccc1c32 (stereo unspecified)	-5	1%	-30%[inhibitor]	21µM*	-3%	5.6µM*	-13%	u	-4
COc1ccc(CC(=O)NCC(=O)N/N=C/c2ccco2)cc1	3	2%	i	13%	23%	12%	0%	1%	20
CNC(=S)N/N=C/c1cn(Cc2ccc(F)cc2)c2ccccc12	3	1%	-5%	15µM*	11%	u	13%	-11%	-5
Cc1ccc(-n2c(COc3c(C)cccc3C)nnc2SCC(=O)Nc2nccs2)cc1	12	0%	-6%[57.5 µM]	-5%	-21%	3%	-10%	0%	21
O=[N+]([O-])c1ccc(N/N=C2/CCCCC2c2ccccn2)cc1 (stereo unspecified)	-11	9%	-18%	5%	-1%	1.3µM*	7%	-2%	0
Cc1c(C(c2ccccc2)c2c(C)n(C)n(-c3ccccc3)c2=O)c(=O)n(-c2ccccc2)n1C	0	4%	-43%[inhibitor]	0%	5%	8%	6%	3%	8
O=C(C1=C[C@@H](c2coc3ccccc3c2=O)C[C@@H](OCc2ccc(CO)cc2)O1)N1CCCCCCC1	16	2%	i	23%	28%	22%	3%	-1%	9
COCc1cc(C)nc(SCC(=O)Nc2cccc(C)c2C)c1C#N	20	-5%	-7%[57.5 µM]	1%	-1%	5%	0%	15%	2
CC1CC(C)CN(C(=O)CSCC(=O)Nc2nc(-c3cccs3)cs2)C1 (stereo unspecified)	13	-7%	-53%[inhibitor]	-5%	0%	u	-4%	-18%	13
Cc1ccc(-c2[nH]ncc2CN2CCN(C(=O)c3cccs3)CC2)cc1C	6	-4%	i	-14%	-5%	-20%	-1%	-1%	u
O=C(Nc1cccc(F)c1)c1cccnc1N1CCOCC1	-4	-8%	-9%[57.5 µM]	2%	u	0%	2%	-1%	4
CCOCc1nnc(NC(=O)COc2ccc3c(c2)OCO3)s1	3	-4%	0%	-3%	1%	u	0%	0%	-12
CCCc1cc(NCc2ccccn2)n2nc(C)c(-c3ccccc3)c2n1	3	-25%	-29%	-18%	-10%[1.82 µM]	u	28%	u	-27
COc1ccc(CCNC(=O)COC(=O)c2ncc(Cl)c(Cl)c2Cl)cc1OC	-4	6%	i	x	28%	15%	-4%	9%	6
Cc1cc(C)c(C)c(S(=O)(=O)N2CCN(C(=O)C3CCC3)CC2)c1C	10	11%	-21%	u	-10%	u	14%	-2%	0

# Gathered by group, those above with an aryl thioether with sulfur outside any ring
molecule	D3 ag	aSyn yeast inh	PTHR1 ag	KB-V1 cytotox	TDP43 rescue	GLP1R inv ag	GLP-1R agonist	HEK293 tox	D3 antag
Cc1ccc(-n2c(COc3c(C)cccc3C)nnc2SCC(=O)Nc2nccs2)cc1	12	0%	-6%[57.5 µM]	-5%	-21%	3%	-10%	0%	21
COCc1cc(C)nc(SCC(=O)Nc2cccc(C)c2C)c1C#N	20	-5%	-7%[57.5 µM]	1%	-1%	5%	0%	15%	2

# Carrying on.
molecule	D3 ag	aSyn yeast inh	PTHR1 ag	KB-V1 cytotox	TDP43 rescue	GLP1R inv ag	GLP-1R agonist	HEK293 tox	D3 antag
CSc1ccc(S(=O)(=O)NC2CCCCC2)cc1	-15	4%	i	-16%	24%	0%	15%	11%	-18
COc1ccc(N2CC(C(=O)NCc3ccccc3)CC2=O)cc1 (stereo unspecified)	0	3%	-15%[57.5 µM]	1%	-7%	-14%	-12%	-1%	-13
COc1ccccc1-c1cc(=O)c2c(O)ccc([N+](=O)[O-])c2o1	0	-3%	-7%	4.6µM*	-37%[inhibitor]	31%[activator]	0%	5%	1
C=C(C)CSc1nnc2[nH]c(=O)cc(N)n12	-8	-4%	i	18µM*	-8%	5%	11%	19%	4
CCc1ccc(N=C2NC(=O)/C(=C/c3cc(OC)c(O)c(OC)c3)S2)cc1	-9	11%	-6%	u	9%	4%	u	-35%	-23
COc1cccc(-c2cc3nc(NCc4cccnc4)n(C)c(=O)c3s2)c1	10	4%	-57%[inhibitor]	-5%	10%	4%	2%	5%	15
O=C1NC(c2ccccc2)=C(c2nc3ccccc3s2)C(c2ccccc2)N1 (stereo unspecified)	0	14%	-15%	-3%	-13%	0%	2%	-21%	-14
CCC(=O)N1c2ccccc2CC1C(=O)NCCc1ccccc1C (stereo unspecified)	-21	x	i	7%	-9%	-8%	x	10%	x
COC(=O)c1ccc(C2C(Oc3ccc(OC)cc3)C(=O)N2CCc2ccc(OC)c(OC)c2)cc1 (stereo unspecified)	-4	2%	i	16%	-9%	-8%	-1%	6%	0
CC(=O)Nc1ccc(NC(=O)c2ccccc2Br)cc1	-3	-10%	i	5%	9%	30%[activator]	10%	1%	-22
Cc1cccc(OCC(=O)OC(C)C(=O)Nc2ccc(S(=O)(=O)N3CCCCC3)cc2)c1 (stereo unspecified)	3	5%	-4%	6%	0%	2%	-18%	1%	0
CCOc1ccccc1NC1=NC2CS(=O)(=O)CC2S1 (stereo unspecified)	-3	-8%	i	14%	5%	8%	2%	0%	111
CCOC(=O)c1ccc(NS(=O)(=O)c2ccc3c(c2)NC(=O)CCS3)cc1	0	-8%	-23%	-10%	-4%	-2%	3%	-30%	-26
O=C(NCc1cccc(Cl)c1)c1ccc(-c2csnn2)cc1	-21	6%	-2%	7%	-10%[1.82 µM]	-3%	8%	-14%	-14
O=C1c2ccccc2C(=O)N1CCc1nc2ccccc2c(=O)n1CCCn1ccnc1	-2	-9%	i	-11%	15%	7%	7%	-1%	15
CCN(CC(=O)Nc1cccc(C#N)c1)CC(=O)Nc1cccc(OC)c1	2	0%	i	u	10%	-53%	13%	u	-10
Cc1ccc(S(=O)(=O)NCC(=O)N(CC(=O)NCc2ccco2)Cc2ccc3c(c2)OCO3)cc1	-10	-3%	-13%	-7%	-7%	-5%	2%	-12%	37
Nc1nonc1C(=O)NCCNc1ncccc1[N+](=O)[O-]	-3	-10%	i	-1%	9%	23%	1%	0%	-15
Cn1c(NC(=O)c2cc(Cl)ccc2Cl)cc(=O)n(C)c1=O	2	3%	-23%	-15%	20%	10%	9%	5%	-17
O=C(O)C1(c2ccccc2)CCN(S(=O)(=O)c2ccc(Cl)s2)CC1	1	11%	-17%	-3%	16%	-3%	-4%	-3%	20
Clc1ccc(-c2nc(-c3cnccn3)no2)cc1	22	0%	-21%	-27%	-8%	-5%	0%	7%	14
Cc1ccc(C(=O)NC(=S)Nc2ccc(CN3CCOCC3)cc2)cc1	-7	-3%	-33%[inhibitor]	-6%	-1%	2%	-3%	-9%	-17
O=c1[nH]c(SCC2CCCCO2)nc2ccccc12 (stereo unspecified)	3	-12%	i	u	-15%	0%	-3%	14%	13
O=C(CN(C(=O)c1csnn1)c1cccc2ccccc12)NCc1ccccc1	-6	2%	i	u	11%	-17%	5%	-1%	-13
CCc1ncc(CN2CCC(C(=O)Nc3ccc(-n4nc(C)cc4C)cc3)CC2)cn1	-4	0%	i	u	-2%	0%	-6%	4%	12
CCOC(=O)c1cccc(NC(=S)NCc2ccc(C)cc2)c1	-7	-3%	-19%	-5%	19%	7.9µM*	7%	-32%	0
O=C(Nc1ccccc1Cl)c1ccc(COc2ccc3c(c2)CCC3)cc1	-2	14%	i	3%	-1%	-2%	7%	49%[activator]	3
CCn1cc(C(=O)NCCCOC(C)C)c(=O)c2cc(S(=O)(=O)N3CCc4ccccc4C3)ccc21	-15	x	-19%	x	-10%	2%	x	-2%	x
CC1(C)C(=O)OC(c2cccc([N+](=O)[O-])c2)C2(CCCCC2)C1=O (stereo unspecified)	11	5%	-4%	-10%	14%	-9%	-4%	-2%	14
O=c1ccc2c(ccc3ncccc32)o1	4	15%	i	-3%	25%	6%	-3%	-8%	4
CCOC(=O)c1ccc(NC(=O)C2CCC(CNc3c(N4CCOCC4)c(=O)c3=O)CC2)cc1 (stereo unspecified)	-3	8%	-11%	-1%	2%	11%	2%	-4%	-5
COc1ccc(S(=O)(=O)N2CCC(N3CCCCC3)CC2)cc1	0	-3%	i	0%	-12%	-6%	-1%	-7%	-22
COC(=O)COc1ccc(S(=O)(=O)Nc2ccccc2C(=O)OC)cc1	1	5%	i	u	6%	3%	2%	-3%	8
O=C(CCC1CCCCC1)NCc1ccc(F)cc1	-18	2%	-27%	19%	-23%	-11%	8%	15%	-3
CCC(C)(C)NC(=O)CN(C(=O)C(=O)Nc1ccc2c(c1)OCCO2)C(C)(C)CC	2	8%	i	u	19%	-20%	5%	1%	1
O=C(Cc1cccc(NC(=O)C2CCCN(C(=O)c3ccccc3)C2)c1)Nc1ccc(C(=O)N2CCOCC2)cc1 (stereo unspecified)	8	0%	i	0%	u	0%	4%	2%	2
CCOC(=O)c1c(NC(=O)c2ccnn2C)sc(C)c1C	9	7%	i	2%	-4%	18%	8%	-7%	19
COc1ccc(Nc2nnc(SCC(=O)c3cc4ccccc4o3)s2)cc1	3	7%	i	0%	14%	-16%	8%	-17%	-3
O=C(COC(=O)c1ccc2c(c1)C(=O)N(Cc1ccncc1)C2=O)Nc1ccccc1[N+](=O)[O-]	-9	0%	i	-15%	-9%	7%	3%	-8%[1.53 µM]	-17
COC(=O)c1[nH]c2cc(OC)ccc2c1NC(=O)c1c(F)cccc1F	1	1%	-28%	-8%	18%	-13%	3%	-16%	0

# Taken from above:
# COc1ccc(S(=O)(=O)N2CCC(N3CCCCC3)CC2)cc1 in aSyn yeast inh → -3%
# CC(=O)Nc1ccc(NC(=O)c2ccccc2Br)cc1 in HEK293 tox → 1%
# Cc1ccc(-c2[nH]ncc2CN2CCN(C(=O)c3cccs3)CC2)cc1C in D3 ag → 6
# CCc1ccc(N=C2NC(=O)/C(=C/c3cc(OC)c(O)c(OC)c3)S2)cc1 in PTHR1 ag → -6%
